Screens from PubChem BioAssay.
NALP1 yeast inh: blocks the NALP1 inflammasome reconstituted in yeast. hit rate 0.61% among 280,000. AID 2071. S. cerevisiae NALP1/ASC/caspase-1 growth, X-gal OD620, 72 h. inhibition, % at 10 µM; in the data active means inhibition mostly above about 24%, no sharp cut-off; inactive means mostly below about 32%; further: some compounds called inactive have numbers as strong as hits
NS3 helicase inh: blocks Hepatitis C virus NS3 helicase unwinding; NS3 helicase DNA unwinding, Cy5 molecular beacon fluorescence; inhibition, % at 10.9 µM; hit rate 0.56% among 290,000; AID 1800;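 active means inhibition above the mean of all tested compounds plus 3 SD, set per campaign, cut at about 35% in these data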;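 further: 0% = DMSO wells and 100% = thioflavine S control wells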
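Material: hepatitis C virus NS3 helicase domain fragment enzyme; measured by: Cy5 fluorescence, 0 and 60 min reads; control set: DMSO and thioflavine S; incubation: 60 min unwinding reaction at 25 °C after ATP addition; read-out basis: % inhibition from 60/0 min fluorescence ratio, DMSO 0%, thioflavine S 100%; repeats: singlicate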
MEKK2 mut-MEK5: signal of MEK5 binding to mutant human MEKK2 PB1 domain | bead flow cytometry, Alexa488-MEK5 binding to MEKK2 mutant | percent response, % at 10 µM | hit rate 0.35% among 290,000 | AID 1530; in the data active means percent response above about 24%, passing the limit was not always enough; further: inactives centre near 1; some results filed as inactive read as strong as hits
PfM18AAP inh: PfM18AAP enzyme inhibition; recombinant PfM18AAP, H-Glu-NHMec fluorogenic cleavage; inhibition, % at 7.35 µM; hit rate 1.2% among 290,000;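 active means inhibition above the campaign mean inhibition over all tested compounds plus 3 SD, cut at about 28% in these data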;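 further: 0% = plate median of test compound wells and 100% = 2 mM ZnCl2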
SUMO HTRF inh: blocks human SUMOylation mediated by UBC9 | hit rate 0.36% among 290,000 | inhibition, % at 35 µM | HTRF SUMOylation assay, SAE1/SAE2 + UBC9, in vitro; in the data active means inhibition above about 50%, passing the limit was not always enough; further: strong numbers were not always called active
Target sequence (P63279 whole entry, looked up): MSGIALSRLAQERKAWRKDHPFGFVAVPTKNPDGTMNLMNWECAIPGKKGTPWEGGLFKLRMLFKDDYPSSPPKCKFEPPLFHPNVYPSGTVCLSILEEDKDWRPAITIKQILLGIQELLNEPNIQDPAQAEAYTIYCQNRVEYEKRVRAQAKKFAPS
VIM-2 inhibitor: blocks Pseudomonas aeruginosa VIM-2 metallo-beta-lactamase | purified VIM-2, nitrocefin hydrolysis, epi-absorbance fluorescence | inhibition, % at 5.6 µM | hit rate 0.89% among 290,000 | AID 1527;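 active means inhibition above the mean of all tested compounds plus 3 SD, cutoff set per screening run, cut at about 7.5% in these data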;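 further: red hydrolysis product quenches plate fluorescence so inhibitors raise well fluorescence; 0% = enzyme with DMSO and 100% = DMSO without enzyme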
MEKK2 WT-MEK5: raises or lowers MEK5 binding to wildtype human MEKK2 PB1 domain | Q9Y2U5 | bead flow cytometry, Alexa488-MEK5 binding to MEKK2 WT; actives lie on both sides | binding response (% of control), % at 10 µM | hit rate 1.1% among 290,000 | AID 1531; in the data active means binding response below about 67% or above about 130%
FID counter: counter-screen for HCV NS3 helicase inhibitors: DNA intercalator displacement; DNA fluorescent intercalator displacement, fluorescence; inhibition, % at 7.9 µM; hit rate 0.17% among 290,000; AID 1845; in the data active means inhibition above about 37%;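 further: 0% = vehicle and 100% = reference compound; higher means more ethidium bromide displaced from hairpin DNA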
IMP-1 inhibitor: inhibitors of Pseudomonas aeruginosa IMP-1 metallo-beta-lactamase; purified IMP-1, nitrocefin hydrolysis, epi-absorbance fluorescence; inhibition, % at 5.6 µM; hit rate 0.45% among 290,000; AID 1556;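 active means inhibition above the mean plus 3 SD of all compounds in the same screening run, cut at about 4.5% in these data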;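 further: 0% = IMP-1 with DMSO and 100% = DMSO wells lacking enzyme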
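Assay system: purified IMP-1; Quantity: IMP-1 0.2 nM before substrate addition; Medium: HEPES buffer pH 7.1 with ZnSO4 and Brij 35; Incubation: 15 min enzyme–compound preincubation, then 25 min nitrocefin reaction, 25 °C; Signal: fluorescence quenching readout, ex 480/em 530 nm; Controls: DMSO with and without IMP-1; Repeats: singlicate testing.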
Numbers without * were called inactive; x = no result given; [ ] = another dose, or the depositor's remark. Compounds were not picked by outcome; about 4.7% have a hit in one of these screens.

compound	NALP1 yeast inh	NS3 helicase inh	MEKK2 mut-MEK5	PfM18AAP inh	SUMO HTRF inh	VIM-2 inhibitor	MEKK2 WT-MEK5	FID counter	IMP-1 inhibitor
Cc1c(NC(=O)COC(=O)C2CC3C=CC2C3)c(=O)n(-c2ccccc2)n1C (centres undefined)	-14	-1	x	2	3	-5.3	x	-3	-3.6
CCOC(=O)/C(=C\c1cccnc1)C(=O)c1cc(C(C)=O)c(Nc2ccccc2)s1	5	-5	-1	3	-9	-2.1	101	-21	-2.3
O=C1/C(=C/c2c[nH]c3ccccc23)CCC/C1=C\c1c[nH]c2ccccc12	33	7	96*	13	6	0.7	81	-10	-1.3
COc1cccc(Oc2nc(-c3ccncc3)nc3ccccc23)c1	29	-10	5	-10	8	-1.8	99	-10	-0.9
CCSc1nnc(NC(=O)c2cccc3ccccc23)s1	37	3	12	1	18	-4.8	107	-1	-4.5
CNC(=O)c1nc(C)n(-c2ccc([N+](=O)[O-])cc2)n1	1	3	2	3	-5	-2.4	106	-2	-3.8
CCO[C@@H]1OC(C(=O)NCc2ccccc2)=C[C@H](c2ccc(C(F)(F)F)cc2)[C@H]1CCCO	7	-18	4	-6	0	0.5	93	-27	-0.2
O=C(CSc1ccccn1)Nc1ccccc1F	24	2	-6	-7	-11	-2.2	95	-1	-1.5
CCOC(=O)C1CCN(C(=O)c2cc3c(OC)c(OC)c(OC)cc3[nH]2)CC1	10	10	2	-6	8	0.1	103	-29	-0.7
CCOC(=O)c1c(NC(=O)Cc2cccs2)sc(C(=O)NC2CCCCC2)c1C	-5	-1	3	9	-9	-6.4	96	3	-2.0
CCCCc1c(O)nc(SCC(=O)c2ccccc2)[nH]c1=O	17	6	0	0	2	-0.3	98	4	12*
CCCCNC(=O)C1CCC(=O)N1CCc1ccccc1 (centres undefined)	-1	-3	10	-7	20	0.0	110	-3	-2.1
CC(C)(C)c1cc[n+](C2=C([O-])c3ccccc3C(=O)/C2=N\S(=O)(=O)c2ccccc2)cc1	15	0	2	2	50	1.9	101	-6	-0.8
Cc1ccccc1OCc1nc2ccccc2c(=O)n1/N=C/c1ccco1	26	4	-2	-1	7	-1.7	100	-10	-1.8
Cc1cccc(-n2c(N)cc(=O)nc2SCC(=O)NC2CCCCC2)c1	-2	-4	-10	-3	15	-1.2	90	-7	-1.2
CC(=O)Nc1ccc(NC(=S)NC(=O)/C=C/c2ccco2)cc1	7	4	-12	8	4	-3.3	16*[inhibitor]	-20	-2.4
O=C(NCCCN1CCCC1=O)c1ccc2c(c1)OCO2	22	6	2	4	-8	-2.4	102	-1	-2.5
O=C(N/N=C/c1ccccc1[N+](=O)[O-])c1ccc(COc2ccccc2-c2ccccc2)cc1	35	-1	18	-1	14	-3.5	105	-10	-1.2
CCOC(=O)c1[nH]c2ccc(F)cc2c1NC(=O)CCN1CCSCC1	7	-5	-8	-1	15	-1.4	98	-5	3.7
COc1cc2c(cc1OC)C(COc1cccc(C(F)(F)F)c1)NCC2 (centres undefined)	14	-8	5	6	1	-1.6	105	22	-1.0
O=C(NCc1ccoc1)c1ccc(NC(=O)c2ccccc2Cl)cc1	-7	-1	2	3	4	-1.3	97	-5	-1.8
COc1cccc(NC(=O)C(=S)NC2CCCCC2)c1	5	7	3	4	-17	-5.8	105	-8	-4.2
Nn1c(SCC(=O)NC(=O)Nc2ccc3c(c2)OCCO3)nnc1C1CC1	-3	5	-2	9	-5	0.0	97	2	-3.1
COC(=O)C(C)Sc1ccc2nnc(-c3ccc(F)cc3)n2n1 (centres undefined)	2	14	-5	-8	32	0.1	100	-6	1.4
O=C(COc1ccc(S(=O)(=O)N2CCCC2)cc1)NCc1ccco1	1	-7	3	6	16	1.0	106	-7	-0.8
CCOC(=O)c1cnn(-c2nc(-c3ccccc3F)cs2)c1C(F)(F)F	-1	0	-5	2	-8	-9.1	95	-2	-2.1
O=C(CCN1C(=O)COc2ccccc21)N1CCN(c2ccccn2)CC1	15	15	-1	2	-7	-2.1	104	-23	-3.4
O=C(NC1CCCCC1)C(Cc1ccccc1)N1C(=O)C2C3CCC(C3)C2C1=O (centres undefined)	-3	-7	-2	5	3	-9.9	97	-25	-2.3
CN(Cc1cccs1)C(=O)CSc1nc2ccccc2[nH]1	13	4	0	3	-3	-0.6	103	8	-3.0
Cc1nn(C)c(Cl)c1CN1CCC(n2nccc2NC(=O)C2CCCC2)CC1	8	-6	0	6	4	-2.6	100	-3	-1.8
O=C(Nc1ccc2c(c1)OCO2)C1CCCN1C(=O)OCc1ccccc1 (centres undefined)	4	0	8	-2	-3	0.3	112	-4	-0.3
CCNS(=O)(=O)c1cc(OC)c(Cl)cc1OC	25	2	-1	0	19	-1.5	95	1	-2.6
Cn1cc(/C=C/C(=O)N2CCCC(C(=O)c3cccc(C(F)(F)F)c3)C2)cn1 (centres undefined)	7	1	-8	-6	14	-3.4	91	-26	-3.5
O=C(NCc1ccco1)C1CCN(S(=O)(=O)c2cccc3cccnc23)CC1	17	x	2	x	11	x	107	x	x
O=C(CN(C(=O)CNC(=O)c1ccco1)c1ccccc1F)NC1CCCCC1	24	-1	-6	2	-10	-2.6	100	-14	-3.5
Cc1ccc(NC(=O)c2ccc(S(=O)(=O)NCC3CCCO3)cc2)cc1C (centres undefined)	22	7	-6	0	11	-0.8	86	-18	-1.1
CCn1c(N2CCN(CC(=O)c3c(C)n(C)c4ccc(OC)cc34)CC2)nc2c1c(=O)[nH]c(=O)n2C	x	1	4	-2	18	-1.2	102	-11	-2.0
COC(=O)N/N=C/c1ccccc1OCCOc1ccc(OC)cc1	13	-6	-5	-2	-5	-0.5	93	-23	-1.8
CC(=O)N(/N=C1/C(=O)Nc2ccccc21)c1ccccc1	8	2	9	-1	23	0.7	110	-6	-1.5
C=CCn1c(=O)c2ccc(C(=O)NCc3ccccc3)cc2n(Cc2ccc(C)cc2)c1=O	21	8	-4	5	3	-2.6	96	4	0.7
Nc1c(C(=O)O)cnc2c(-c3ccc(Cl)cc3)cnn12	1	5	0	3	17	-0.7	97	-3	-3.2
COc1ccc2[nH]c(=O)c(CN(CCc3cccc(C)c3)C(C)=O)cc2c1	8	-2	0	5	3	-1.9	97	-32	-2.1
COC(=O)C1=C(CSc2nc3c(cc2C#N)CN(C)CC3)OC(N)=C(C#N)C1c1ccc(F)cc1 (centres undefined)	-1	-2	3	24	29	1.0	99	0	0.8
COc1ccc(NC(=O)[C@@H]2[C@@H]3C(=O)N(C4CCCCC4)C(=O)[C@@H]3C3c4ccccc4C=CN32)cc1 (some centres undefined)	7	-7	5	5	30	-4.2	103	-20	-3.9
Cc1cc2n(n1)C(c1c[nH]c3ccccc13)Nc1ccccc1-2 (centres undefined)	37	-10	1	-3	16	-2.6	95	3	-3.0
COc1ccc2nc(/C=N/NC(=O)CCNC(=O)OC(C)(C)C)ccc2c1	x	0	-3	5	24	-3.8	101	-38	-3.8
COc1ccc(CN2CCN(CCCCOc3ccc(Cl)cc3)CC2)c(OC)c1OC	10	4	23	-9	15	-2.8	128	14	-2.3
O=C(CN1C(=O)c2ccccc2C1=O)N1CCOCC1	7	0	16	7	25	1.7	111	2	3.2
CCc1c(C)c2ccc(O)c(CN3CCCC3)c2oc1=O	7	-7	-2	6	30	0.1	101	-2	-2.2
C=C(C)c1cccc(C(C)(C)NC(=O)N2CCCCC2CC)c1 (centres undefined)	4	-5	3	-3	-1	1.8	106	-3	-0.1
O=C(NC(=S)N1CCN(c2ccccc2)CC1)c1ccc(S(=O)(=O)N2CCOCC2)cc1	24	4	14	-21	16	-2.0	101	-5	-1.6
O=C(CCSc1ccccc1)N1CCN(c2ccccc2)CC1	4	4	0	-3	-11	-1.9	111	-19	-3.5
CCCn1cnc2scc(-c3ccc(C)cc3)c2c1=O	7	-33	-12	-12	15	1.8	84	-11	-1.0
O=C(NC(C(=O)N/N=C/c1ccccc1)c1n[nH]c(=O)c2ccccc12)c1ccccc1 (centres undefined)	15	-5	x	0	17	-3.0	x	-19	-1.7
CC(C)(C)c1ccc(S(=O)(=O)N2CC(=O)Nc3ccccc32)cc1	-2	1	-2	-5	8	-0.9	91	-11	-4.5
COc1cccc(-c2nnn(CC(=O)Nc3ccc(C)cc3C)n2)c1OC	-7	-1	-10	1	11	-2.5	92	-2	-2.5
COC(=O)c1sc(-c2ccc(Cl)cc2)cc1N	3	-4	6	1	-3	-3.6	100	-1	-2.4
O=C(O)c1cccc(NC(=S)NC(=O)c2cccc(OCc3ccccc3)c2)c1	-5	-1	0	2	-3	-4.8	99	-12	-1.9
O=C(NC1CCN(C(=O)NCc2ccccc2)CC1)c1ccco1	6	-1	2	5	-4	-1.2	98	2	-2.3
CC(=O)Nc1ccc(S(=O)(=O)NCC2CCC(C(=O)NCCc3ccccc3)CC2)cc1 (centres undefined)	4	-2	4	-7	14	-1.1	111	-24	-1.6
